hcDAF12 agonist = H. contortus DAF-12 nuclear receptor activators, primary screen, cell-based, luminescence, HEK293, lit1-tk-luc reporter. activation, % at 6.8 µM. 1.4% of 370,000 active. HEK293 hcDAF-12 lit1-tk-luc reporter; 0% DMSO, 100% Δ7-dafachronic acid;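 active means activation above the mean of all tested compounds plus 3 SD, cut at about 5.5% in these data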;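 further: 100% = response to 3 µM Δ7-dafachronic acid high control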
ADAM10 inh = human ADAM10 inhibitors, primary screen, biochemical, QFRET, HTS. Disintegrin and metalloproteinase domain-containing protein 10 (Homo sapiens), O14672. recombinant ADAM10, EDANS/DABCYL FRET peptide cleavage, 3 h. inhibition, % at 7 µM. 0.62% of 370,000 active. AID 720582, 2013;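 active means inhibition above a per-campaign cutoff equal to the mean of compounds falling between control-based bounds plus 3 SD, cut at about 20% in these data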;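 further: 0% = DMSO wells while the 100% control is not disclosed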
Target sequence (O14672 214-748 limits assumed): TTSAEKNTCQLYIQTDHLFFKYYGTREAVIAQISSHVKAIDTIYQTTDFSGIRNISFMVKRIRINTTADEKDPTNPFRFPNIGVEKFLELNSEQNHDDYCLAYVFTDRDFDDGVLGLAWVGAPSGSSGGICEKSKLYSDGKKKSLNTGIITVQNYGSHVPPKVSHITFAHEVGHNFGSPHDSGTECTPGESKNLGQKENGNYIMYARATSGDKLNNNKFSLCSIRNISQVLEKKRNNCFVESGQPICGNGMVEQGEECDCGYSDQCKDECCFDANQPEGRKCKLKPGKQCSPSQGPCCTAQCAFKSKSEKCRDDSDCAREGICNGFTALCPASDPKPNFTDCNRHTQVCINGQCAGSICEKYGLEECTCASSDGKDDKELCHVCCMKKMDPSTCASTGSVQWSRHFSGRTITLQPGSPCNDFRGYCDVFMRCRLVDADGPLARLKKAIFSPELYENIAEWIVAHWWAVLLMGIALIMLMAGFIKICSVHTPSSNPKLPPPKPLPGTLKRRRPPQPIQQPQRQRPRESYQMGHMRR
PG9 binder = binders of HIV-1 gp120 antibody PG9, primary screen, biochemical, TR-FRET; 0.43% of 360,000 active; AID 624416, 2012; inhibition, % at 6.7 µM; TR-FRET gp120-PG9 antibody binding; in the data active means inhibition above about 8.5%
DAX1 inh-1 = DAX1 (NR0B1) inhibitors, primary screen, cell-based, HEK293, Gal4-DAX1, luciferase luminescence; inhibition, % at 6.75 µM; AID 504766, 2011; HEK293 Gal4-DAX1 luciferase reporter; Nuclear receptor subfamily 0 group B member 1 (Homo sapiens), P51843; 0.99% of 340,000 active;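 active means inhibition above the mean over all tested compounds plus 3 SD, cut at about 4.2% in these data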;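 further: 0% = DAX1-transfected cells with DMSO and 100% = empty-vector control cells with DMSO; inhibition shows as a rise in luminescence from relieved DAX1 repression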
Target sequence (P51843 207-470 limits assumed): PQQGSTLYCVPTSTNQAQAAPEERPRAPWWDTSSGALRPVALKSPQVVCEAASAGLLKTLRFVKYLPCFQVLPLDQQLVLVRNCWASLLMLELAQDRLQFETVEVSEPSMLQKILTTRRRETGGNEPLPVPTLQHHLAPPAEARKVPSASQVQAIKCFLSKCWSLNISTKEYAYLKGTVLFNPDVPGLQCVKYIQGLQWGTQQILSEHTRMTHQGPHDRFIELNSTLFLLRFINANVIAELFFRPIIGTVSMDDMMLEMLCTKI
NPR1 activator = GC-A stimulated cGMP production enhancers – HEK293 GC-A cells, cGMP TR-FRET, EC30 ANP, primary screen; Atrial natriuretic peptide receptor 1 (Homo sapiens), P16066; 0% at EC30 ANP, 100% saturating ANP; activation, % at 10 µM; 0.14% of 370,000 active; AID 1671463, 2021; in the data active means activation above about 40%
ssDAF-12 act = S. stercoralis DAF-12 nuclear receptor activators, primary screen, cell-based, luminescence, HEK293, GRIP1 co-expression, lit1-tk-luc; 1% of 370,000 active; activation, % at 6.8 µM; HEK293 ssDAF-12/GRIP1 lit1-tk-luc reporter; % of 3 µM dafachronic acid response; Nuclear hormone receptor DAF-12 (Strongyloides stercoralis);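 active means activation above the mean over all tested compounds plus 3 SD, cut at about 0.9% in these data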;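 further: 0% = DMSO-only wells and 100% = 3 µM delta7-dafachronic acid wells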
DAX1 inh-2 = DAX1 (NR0B1) inhibitors on StAR promoter, primary screen, cell-based, luminescence, SF-1 (NR5A1), full-length DAX-1; HEK293T StAR-luciferase reporter, SF-1/DAX-1 repression relief; inhibition, % at 6.8 µM; 1.1% of 370,000 active; AID 652010, 2013;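 active means inhibition above the mean over all tested compounds plus 3 SD, cut at about 3.6% in these data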;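 further: 0% = DAX-1 cells with DMSO and 100% = cells lacking DAX-1 with DMSO; higher inhibition means more luminescence from relief of DAX-1 repression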
hgDAF-12 ag = H. glycines DAF-12 receptor agonists, primary screen, cell-based, luminescence, HEK293, GAL4 fusion, UAS-luciferase; activation, % at 6.8 µM; Nuclear hormone receptor DAF-12 (Heterodera glycines), GAL4 fusion; HEK293 GAL4-hgDAF12 UAS-luciferase reporter, agonist luminescence; normalized to butyrate control; 1.8% of 370,000 active;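 active means activation above a cutoff set at the mean of all screened compounds plus 3 SD, cut at about 10% in these data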;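 further: 0% = DMSO wells and 100% = sodium butyrate wells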
FXN GAA850 act = FXN promoter activators, primary screen, cell-based, luciferase luminescence, HEK293 lucGAA850 | HEK293 lucGAA850 FXN promoter luciferase reporter, 24 h; percent of 10 µM SAHA response | activation, % at 6 µM | AID 540364, 2011 | 0.56% of 360,000 active;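 active means activation above the average of all compounds screened plus 3 SD, cutoff fixed separately per campaign, cut at about 7.5% in these data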;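 further: 0% = DMSO wells and 100% = 10 µM SAHA wells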
ADAM17 inh = ADAM17 inhibitors, primary screen, biochemical, QFRET | Disintegrin and metalloproteinase domain-containing protein 17 (Homo sapiens), P78536 | recombinant ADAM17, EDANS/DABCYL FRET peptide cleavage | inhibition, % at 6.95 µM | 0.83% of 370,000 active;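 active means inhibition above the mean of compounds lying between control limits plus 3 SD, set per campaign, cut at about 8.5% in these data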;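 further: 0% = DMSO-only wells as the low control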
SMARCA2 activ = SMARCA2 (BRM) function activators, primary screen, cell-based, luminescence, high throughput. 1% of 370,000 active. activation, % at 9.1 µM. MG213 cells, MMTV-luciferase reporter, dexamethasone, overnight. AID 652017, 2013; in the data active means activation above about 7.8%;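 further: 0% = vehicle wells and 100% = reference activator wells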
* hit, by the source's call; i = inactive; x = not tested or not shown.

1. S=c1[nH]nc(Cc2noc3ccccc23)n1-c1ccccc1
2. CC(C)CN1C(=O)c2ccc(NC(=O)c3ccccc3F)cc2C1=O
3. Cc1ccc(SCC(=O)OCn2nnc3ccccc3c2=O)cc1C
4. CN(CCc1ccccc1)C1CCCN(S(=O)(=O)CC(F)(F)F)C1 (stereo not given)
5. S=C(Nc1cccc(Cl)c1)N1CCOCC1
6. O=C1NC[C@@H](CCCCN2CCN(CC3CCCCC3)C(=O)C2=O)N(CCC2CCCCC2)C1=O
7. CCc1nc2c(OCc3cccc(Cl)c3)cccn2c1N(C)C(=O)c1ccco1
8. OCCN1CCN(CCOc2ccccc2-c2ccccc2)CC1
entry no.	1	2	3	4	5	6	7	8
hcDAF12 agonist	-2.2	-0.1	0.3	-2.4	-0.8	-1.6	-1.2	2.5
ADAM10 inh	-2.5	-82.2	4.8	1.0	-0.2	-11.2	-2.6	2.0
PG9 binder	3.0	0.3	-3.2	-0.4	-0.1	0.9	-1.2	-2.7
DAX1 inh-1	0.8	0.9	0.8	0.0	-0.8	x	x	-1.3
NPR1 activator	-0.8	0.6	-0.2	0.0	1.4	2.9	1.0	-6.4
ssDAF-12 act	-1.3	-1.2	-1.8	-0.9	-0.8	-0.4	-1.6	-1.0
DAX1 inh-2	-0.7	0.9	-0.5	-0.2	0.1	-0.1	-0.9	0.5
hgDAF-12 ag	-3.4	1.2	0.0	1.1	0.9	1.6	-3.4	3.5
FXN GAA850 act	2.3	-1.1	2.6	2.1	3.5	x	-3.7	1.6
ADAM17 inh	0.1	-30.7	8.0	0.5	2.1	-1.8	-2.4	0.6
SMARCA2 activ	-2.8	0.1	2.9	-1.0	1.4	3.9	-4.5	2.2

Entries by screen from the list:
ADAM17 inh, nos. 1–6: 0.1, -30.7, 8.0, 0.5, 2.1, -1.8
hcDAF12 agonist, nos. 1–6: -2.2, -0.1, 0.3, -2.4, -0.8, -1.6

(list continues)
9. Cc1ccc(C(=O)N/C(=C/c2ccccc2)C(=O)NCC2CCCO2)cc1 (stereo not given)
10. COc1ccc(NS(=O)(=O)c2ccc(C)c(C(=O)N(C)Cc3ccc(OC)cc3OC)c2)cc1
11. O=C(Cn1nnc(-c2ccccc2NC(=O)c2ccco2)n1)NC1CCCCC1
12. CCOC(=O)C1=NNC2(CC(=O)N(c3cc(C)cc(C)c3)C2=O)C1 (stereo not given)
13. Cc1ccc(C)c(NC(=O)COC(=O)c2cccc3c2C(=O)c2ccccc2C3=O)c1
14. C=CCc1ccc(OCCCNCc2ccccc2)c(OC)c1
15. CN1CCN(c2ccc(Cl)cc2NC(=O)c2ccc(S(=O)(=O)N3CCCCCC3)cc2)CC1
16. N#Cc1ccc(OCC(=O)N/N=C(\CCC(=O)O)c2cccs2)cc1
entry no.	9	10	11	12	13	14	15	16
hcDAF12 agonist	0.8	-1.0	-0.6	-1.2	-1.5	5.5	0.6	-1.0
ADAM10 inh	8.6	8.8	0.9	0.2	-2.0	-0.7	-3.1	-14.3
PG9 binder	1.1	-1.6	2.7	0.3	-1.9	0.4	-1.2	1.2
DAX1 inh-1	0.5	-1.0	0.1	1.5	-0.6	0.1	0.5	0.8
NPR1 activator	-2.2	-21.8	-4.7	1.5	6.4	-10.7	4.9	-1.8
ssDAF-12 act	-1.3	-1.2	-1.8	-1.7	-1.2	-0.8	-0.5	-1.6
DAX1 inh-2	0.1	-4.1	0.1	0.1	-0.2	0.2	-0.5	-0.8
hgDAF-12 ag	1.9	-2.5	1.8	1.3	-1.1	4.5	1.2	-2.7
FXN GAA850 act	-1.6	-0.4	1.0	2.9	-2.2	0.0	-6.4	0.1
ADAM17 inh	-1.0	3.3	0.0	-0.4	-0.7	-6.9	-10.1	-4.9
SMARCA2 activ	-4.2	-0.2	-3.0	-2.4	1.9	-1.2	-5.8	-4.3

Ordered by value in SMARCA2 activ (highest first): some entries from above
#	mol	SMARCA2 activ
13	Cc1ccc(C)c(NC(=O)COC(=O)c2cccc3c2C(=O)c2ccccc2C3=O)c1	1.9
10	COc1ccc(NS(=O)(=O)c2ccc(C)c(C(=O)N(C)Cc3ccc(OC)cc3OC)c2)cc1	-0.2
15	CN1CCN(c2ccc(Cl)cc2NC(=O)c2ccc(S(=O)(=O)N3CCCCCC3)cc2)CC1	-5.8

Next section:
17. O=C(O)/C=C\C(=O)Nc1ccc(N2CCN(c3ccc(Cl)c(Cl)c3)CC2)cc1
18. Cc1cccc2sc(NS(=O)(=O)c3ccccc3)nc12
19. O=C(CSc1nnc(Cc2ccccc2)o1)NC1CC2CCC1C2 (stereo not given)
20. O=C(CC1C(=O)NCCN1CC1CCCCC1)NCc1ccccc1Cl (stereo not given)
21. Cc1ccc(S(=O)(=O)NCC(c2ccccc2)N2CCN(c3ccc(F)cc3)CC2)cc1 (stereo not given)
22. O=C(Nc1ccccc1)c1cccc(Cn2cc(C(F)(F)F)ccc2=O)c1
23. O=C(Oc1ccccc1)c1cccc(N2C(=O)CCC2=O)c1
24. COc1ccc2c(c1)OC[C@H]1[C@H]2N2C(=O)c3cc(F)ccc3NC(=O)[C@@]2(C)[C@H]1c1ccccc1
entry no.	17	18	19	20	21	22	23	24
hcDAF12 agonist	-1.3	11.7*	-1.9	-1.4	0.0	-0.9	-1.0	2.3
ADAM10 inh	12.7	1.9	5.0	-12.2	3.9	3.9	-1.3	-22.6
PG9 binder	0.3	-1.1	1.6	-2.6	0.6	-0.3	0.6	-0.1
DAX1 inh-1	0.3	0.5	-0.8	0.0	-0.6	-0.5	-0.2	0.7
NPR1 activator	8.1	2.5	3.7	-8.9	-11.2	-2.3	7.9	1.8
ssDAF-12 act	-1.2	-0.1	-1.1	-1.4	-1.0	-1.6	-1.2	-1.0
DAX1 inh-2	-0.3	0.3	-0.3	0.1	0.0	-0.3	0.6	-0.1
hgDAF-12 ag	-2.2	-0.3	1.4	0.3	-0.4	-0.6	0.9	-0.2
FXN GAA850 act	0.0	-0.3	-1.4	0.9	0.8	1.6	0.8	-5.9
ADAM17 inh	1.6	-1.8	1.8	-3.8	-3.8	-1.7	-3.4	-7.5
SMARCA2 activ	3.1	1.0	-0.7	4.5	-4.5	-2.4	1.5	-0.3

25. CN(C)C(=O)c1ccc(-c2cc(C(F)(F)F)nn2C)s1
26. O=S(=O)(c1ccc2ccccc2c1)N1CCc2ccccc21
27. O=C(NCc1ccccc1)c1cc(C2CCCN(C(=O)C3CC3)C2)on1 (stereo not given)
28. Cc1ccc(/C=C/c2ccc(=O)n(Cc3ccc(Cl)cc3Cl)n2)cc1
29. CC(C)NC(=O)C1(C)CN(S(C)(=O)=O)CC(=O)N1CCCN1CCOCC1 (stereo not given)
30. C=CCNC(=O)c1ccccc1NC(=O)C1COc2ccccc2O1 (stereo not given)
31. CCCC12CN3CC(C)(CN(C1)C31CCCCC1)C2=O
32. C[C@@H](NC(=O)Cn1cnc2c(NCc3ccccc3)ncnc21)c1cccc2ccccc12
entry no.	25	26	27	28	29	30	31	32
hcDAF12 agonist	1.4	-2.5	1.9	-0.8	1.1	-2.9	-0.9	0.4
ADAM10 inh	1.9	10.6	-9.6	4.6	-14.7	-1.2	-4.6	-11.8
PG9 binder	0.6	-1.1	-1.0	-2.2	-1.3	-0.3	-0.1	-0.8
DAX1 inh-1	x	-0.8	x	-0.1	x	-0.5	0.8	0.6
NPR1 activator	8.5	-8.6	1.7	1.1	1.3	-6.3	0.8	-4.9
ssDAF-12 act	-0.6	-1.7	-0.9	-0.7	-0.7	-1.1	-1.2	-1.7
DAX1 inh-2	1.4	-0.7	1.7	0.2	0.2	-1.1	0.1	-0.5
hgDAF-12 ag	3.1	-1.1	3.1	0.1	-2.1	-2.3	1.8	2.0
FXN GAA850 act	4.8	0.3	2.6	1.5	x	3.6	2.8	-1.1
ADAM17 inh	0.3	-0.4	-9.1	-2.7	-6.0	-1.1	-1.9	2.3
SMARCA2 activ	-0.7	-2.2	1.4	-0.8	0.3	-1.7	-2.3	-4.2

33. COc1ccc(NC(=O)CSc2nn3c(=O)c(C)nnc3s2)cc1
34. CCCn1c(Cc2ccccc2)nnc1SCC(=O)N1CCOCC1
35. CCCCCNC(=O)C(c1ccnc2ccccc12)n1c(=O)c(-c2cc3ccccc3[nH]2)nc2ccccc21 (stereo not given)
36. Cc1c(Cc2ccccc2)c(=O)oc2cc(OCC(=O)N3CCC(C(=O)O)CC3)ccc12
37. CN1CCN(C(=O)c2ccc(CSc3nc4ccncc4n3Cc3ccc(F)cc3)cc2)CC1
38. O=C(O)COCC(=O)N1CCN(c2cc(C(F)(F)F)nc3ccccc23)CC1
39. CN(CC(=O)Nc1c(Cl)cccc1Cl)C(=O)CNC(=O)c1sc2ccccc2c1Cl
40. CC(C)(C)c1ccc(C(=O)N2CCC2(C)C(=O)NCc2cccs2)cc1 (stereo not given)
41. COc1ccccc1C=C1SC(=S)NC1=O
entry no.	33	34	35	36	37	38	39	40	41
hcDAF12 agonist	-0.1	-2.6	4.3	0.4	0.2	1.6	2.1	-1.9	0.3
ADAM10 inh	-6.4	2.5	-245.7	i	-174.8	-0.8	-4.8	-16.9	-12.1
PG9 binder	-1.1	-2.0	-0.2	-0.5	-1.5	-2.7	6.4	-1.0	0.5
DAX1 inh-1	2.2	0.1	x	2.6	-0.4	-0.4	1.0	x	2.5
NPR1 activator	2.6	-6.6	0.2	5.1	1.9	-2.0	15.0	3.3	3.4
ssDAF-12 act	-0.1	-1.7	0.6	-0.3	-0.5	-1.4	-1.1	-1.6	-1.1
DAX1 inh-2	-0.5	-0.8	0.6	1.6	-0.5	0.8	1.4	-3.8	-1.6
hgDAF-12 ag	-0.6	-2.3	0.3	1.0	0.6	-0.6	0.5	-2.5	-2.5
FXN GAA850 act	0.2	1.2	x	0.6	-1.4	0.8	1.9	-1.8	0.7
ADAM17 inh	0.2	0.2	-75.9	-391.2	-0.3	2.7	-1.0	-2.4	1.8
SMARCA2 activ	-1.4	2.9	-2.2	0.6	2.8	3.8	-1.1	-2.7	-3.9

Screening data: PubChem, several laboratories
